# Assay outcomes deposited in PubChem BioAssay by National Center for Advancing Translational Sciences (NCATS).
# Peg3 imprint = qHTS Assay for Compounds that Induce Erasure of Genomic Imprints; mouse ES Peg3-LacZ reporter, beta-gal luminescence, 40 h; 0.02% of 110,000 active; AID 1948, 2009; Potency, µM (top dose mostly 60.7 µM), for the others: at the highest dose activity change, positive = activation, hits mostly activators;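 also: 0% = negative control wells on the plate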
#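 Gelatin-coated wells received 300 freshly trypsinized female ES cells with a Peg3LacZ-Neo reporter on the maternal allele, then incubated 40 hours at 37C. BetaGlo was added for 5 minutes at room temperature before a single luminescence read.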
# IkB sig inh = IkB Signaling | ABC-DLBCL IkBa-CBG/CBR dual luciferase ratio, 4 h; response scale: scaled: untreated 0%, proteasome inhibitor 100% | Potency, µM (highest dose often 57.1 µM), without a hit: at the top dose IkBa stabilization activation | 0.04% of 110,000 active; active = well fitted curve in the direction sought with a large enough effect in the signal ratio, not every such curve was filed as active; inconclusive = small, poorly fitted or top-dose-only effect, or a change in a side signal; the % refers to the signal ratio;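 also: the direction sought is a rising ratio; 0% = basal untreated cells and 100% = reference inhibitor full response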
#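 Curves were fitted separately to fusion (green), unfused (red) and ratio luminescence, then classed by r2, magnitude and activity. Cells: OCI-Ly3, 4 h compound plus doxycycline at 37C; 10 uM MG-132 defined full response.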
# p53ts 39C tox = qHTS Screen for Compounds that Selectively Target Cancer Cells with p53 Mutations: Cytotoxicity of p53ts Cells at the Nonpermissive Temperature | 1.5% of 130,000 active | Potency, µM (highest dose often 46.1 µM), for inactives: at the top dose activity change, negative = cell killing, hits mostly cytotoxic | H1299-p53A138V viability at 39C, ATP luminescence, 24 h; also: nearly all actives have a fitted effect of over 55% in size
# p53ts 32C tox = qHTS Screen for Compounds that Selectively Target Cancer Cells with p53 Mutations: Cytotoxicity of p53ts Cells at the Permissive Temperature | Potency, µM (top dose mostly 46.1 µM), for inactives: top-dose activity change, negative = cytotoxicity, actives largely listed as cytotoxic | H1299-p53A138V at 32C, ATP luminescence viability, 24 h | AID 924, 2007 | 0.93% of 130,000 active;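 also: 0% = DMSO and -100% = full killing by reference compound; nearly all actives have a fitted effect of over 55% in size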
#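 H1299-p53 A138V cells (temperature-sensitive p53) exposed 24 h to up to 46 uM compound at 32C, where p53 is wild-type in conformation. Viability read as ATP luminescence and normalised to DMSO and 100 uM tamoxifen. AC50 fitted with the Hill equation.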
# * = called active by the depositor; ? = inconclusive; nt = not tested or not shown; & = joins results of further samples; [ ] = another dose, or the depositor's remark. Unless noted, calls follow the shape of the dose curve; as a rule, active = well fitted curve in the direction sought with a large enough effect; inconclusive = small, poorly fitted or top-dose-only effect, or another doubt; inactive = no such curve, though single readings can be large; an effect the other way counts as inactive or inconclusive. Unless noted, % is scaled to controls: 0 for no effect and ±100 for the full control effect; potency is read from the fitted curve at half-maximal effect.
mol	Peg3 imprint	IkB sig inh	p53ts 39C tox	p53ts 32C tox
CCC1CCCCN1C(=O)CSc1nc(N)c(NC(=O)c2ccc(OC)c(OC)c2)c(=O)[nH]1 (stereo unspecified)	-41%[inhibitor]	-10%	-1%	-22%
CC(=O)c1cccc(NC(=O)c2cc(-n3cnnc3)ccc2Cl)c1	3%	-0.2%	0%	7%
CCc1noc2nc(C)n(CC(=O)O)c(=O)c12	-7%[10.9 µM]	2.9%	-7%	-3%
CCCCn1c(CNC(=O)C23CC4CC(CC(C4)C2)C3)nnc1SCC(=O)Nc1ccccc1	-9%[10.9 µM]	?	-17%	6%
COc1ccc(-c2nc(Cn3c(=O)cc(C)c4c(C)nn(-c5ccccc5)c43)c(C)o2)cc1OC	-18%[10.9 µM]	-1.4%	3%	11%
O=C(CSc1ncccc1C(=O)O)c1ccccc1	-37%[inhibitor]	-1.1%	-4%	-3%
Cc1ccc(C)c(NC(=O)Nc2cc3c(cc2N2CCCCC2)n(C)c(=O)n3C)c1	-3%[10.9 µM]	?	?	0%
CCOc1cc(C(=O)N2CCc3cc(OC)c(OC)cc3C2)ccc1OC(F)F	-7%	0.3%	7%	2%
COc1ccc(C(CNC(=O)COc2ccccc2OC)N(C)C)cc1OC (stereo unspecified)	4%	0.0%	-11%	-3%
COC(=O)c1nnn(CC(=O)Nc2ccc(Br)c(C)c2)c1N	7%[10.9 µM]	0.5%	15%	2%
O=C(O)c1ccc(-c2ccco2)n1Cc1ccccc1	nt	nt	-2%	-2%
Nc1ccc(C(=O)O)c(O)c1	-2%&-17%	nt	-5%&-12%	-15%&-3%

# The list goes on; it opens with the 3 that closed the last part.
mol	Peg3 imprint	IkB sig inh	p53ts 39C tox	p53ts 32C tox
COC(=O)c1nnn(CC(=O)Nc2ccc(Br)c(C)c2)c1N	7%[10.9 µM]	0.5%	15%	2%
O=C(O)c1ccc(-c2ccco2)n1Cc1ccccc1	nt	nt	-2%	-2%
Nc1ccc(C(=O)O)c(O)c1	-2%&-17%	nt	-5%&-12%	-15%&-3%
Cn1nnnc1SCCCNCc1ccc(-c2ccc(F)c(Cl)c2)o1	-8%[10.9 µM]	?	-27%	-8%
Cc1ccc(OCc2nnc(SCC(=O)CC(=O)Nc3ccccc3)o2)cc1	-15%	?	-22%	-15%
Cc1c(/C=N/n2cnnc2)c2ccccc2n1C	-7%	1.7%	-3%	4%
COc1ccc(CCNC(=O)C2=COCCO2)cc1	-22%	-1.5%	1%	-11%
CC1=C(C(=O)Nc2cccnc2)C(c2ccccc2)n2nc(SCc3ccccc3)nc2N1 (stereo unspecified)	-5%[10.9 µM]	2.2%	10%	-5%
COc1ccc(CCn2c3c(c(=O)[nH]c2=O)C(NC(=O)c2ccccc2F)(C(F)(F)F)C(=O)N3)cc1OC (stereo unspecified)	-12%[10.9 µM]	2.2%	-4%	4%
O=C(COC(=O)C(Cc1c[nH]c2ccccc12)NC(=O)c1ccc(Br)cc1)c1ccc(Cl)cc1 (stereo unspecified)	-10%[10.9 µM]	?	-16%	12%
COc1ccc(N(CC(=O)Nc2nc3ccc(C)cc3s2)S(=O)(=O)c2c(C)nn(C)c2C)cc1	-29%	?	48%[activator]	31%[activator]
CCCNC(=O)C1CCN(S(=O)(=O)c2ccc(Br)cc2)CC1	?	4.5%	-6%	0%
c1ccc(N2CCN(c3ccccc3)C2c2cccs2)cc1	-10%	?	-8%	-21%
Cc1noc(-c2ccc(-c3noc(-c4cccc(F)c4)n3)cc2)n1	17%[10.9 µM]	-2.5%	-14%	-2%
CC1=C(C(=O)Nc2ccccc2C)C(c2ccccn2)n2ncnc2N1 (stereo unspecified)	-12%[10.9 µM]	1.1%	-4%	2%

# As entered above.
# `Cc1c(/C=N/n2cnnc2)c2ccccc2n1C` | Peg3 imprint: -7%
# `O=C(COC(=O)C(Cc1c[nH]c2ccccc12)NC(=O)c1ccc(Br)cc1)c1ccc(Cl)cc1` (stereo unspecified) | Peg3 imprint: -10%[10.9 µM]
# `COc1ccc(CCNC(=O)C2=COCCO2)cc1` | Peg3 imprint: -22%
# `Cn1nnnc1SCCCNCc1ccc(-c2ccc(F)c(Cl)c2)o1` | Peg3 imprint: -8%[10.9 µM]
# `COc1ccc(CCn2c3c(c(=O)[nH]c2=O)C(NC(=O)c2ccccc2F)(C(F)(F)F)C(=O)N3)cc1OC` (stereo unspecified) | p53ts 39C tox: -4%
# `CCCNC(=O)C1CCN(S(=O)(=O)c2ccc(Br)cc2)CC1` | p53ts 39C tox: -6%

# Record cards, from the list above:
# Cc1noc(-c2ccc(-c3noc(-c4cccc(F)c4)n3)cc2)n1 across the screens: Peg3 imprint: 17%[10.9 µM]; IkB sig inh: -2.5%; p53ts 39C tox: -14%; p53ts 32C tox: -2%
# CCCNC(=O)C1CCN(S(=O)(=O)c2ccc(Br)cc2)CC1 across the screens: Peg3 imprint: ?; IkB sig inh: 4.5%; p53ts 39C tox: -6%; p53ts 32C tox: 0%

# Other compounds
mol	Peg3 imprint	IkB sig inh	p53ts 39C tox	p53ts 32C tox
CCOCCCN1C(=O)c2[nH]nc(-c3ccccc3O)c2C1c1ccc(CC)cc1 (stereo unspecified)	-14%[10.9 µM]	?	?	-16%
O=C(c1ccccc1)c1ccc(OCC(O)CN2CCOCC2)cc1 (stereo unspecified)	-12%	1.0%	2%	-4%
COc1ccc(OC)c2[nH]c(=O)c(CCNS(=O)(=O)c3ccc(C)cc3)cc12	-2%	3.1%	-2%	-15%
CCOC(=O)c1cnc(NCc2ccccc2)nc1C	-4%	8.4%	6%	2%
Cc1ccc(C2N=C(N)Nc3nc4ccccc4n32)cc1 (stereo unspecified)	-16%[10.9 µM]	-0.1%	17%	10%
COc1ccc(CCNC(=O)CSc2nc(-c3ccco3)cc(C(F)(F)F)n2)cc1OC	-7%	-1.2%	8%	3%
CCC1(c2ccc(F)cc2)NC(=O)N(CC(=O)c2ccc[nH]2)C1=O (stereo unspecified)	4%	1.7%	-5%	-1%
Cc1ccc(C)c(NC(=O)CN2C(=O)COc3ccc(Cl)cc32)c1	-13%[10.9 µM]	-2.2%	0%	7%
COc1ccc(CC(=O)c2ccc(O)cc2O)cc1OC	-15%	-2.0%	-4%	3%
CCOc1ccc(CNC(=O)Nc2ccc3c(c2)N(C)C(=O)c2ccccc2S3)cc1	-10%[10.9 µM]	-0.7%	-29%	1%
Cc1c(CC(=O)N2CCCCC2)c(=O)oc2c(C)c(O)ccc12	-6%[10.9 µM]	0.2%	15%	-2%
CCOc1ccc(OCC)c(S(=O)(=O)NCc2cccnc2)c1	nt	nt	-4%	7%

# The list continues:
mol	Peg3 imprint	IkB sig inh	p53ts 39C tox	p53ts 32C tox
COc1ccc(NC(=O)C2CCCN(S(=O)(=O)c3cccc4nonc34)C2)c(OC)c1 (stereo unspecified)	-14%	3.7%	6%	-2%
COCCNC(=O)Cn1c(=O)n(CCCCCC(=O)NCc2ccccc2Cl)c(=O)c2sccc21	5%[10.9 µM]	?	6%	15%
CCOc1ccccc1NC(=O)CSc1ncc2c(n1)-c1ccccc1N(CC)S2(=O)=O	4%[10.9 µM]	-0.9%	-18%	-2%
COc1ccc(OCc2nc(C#N)c(N3CCN(c4ccc(OC)cc4)CC3)o2)cc1	-18%	0.0%	-6%	1%
COc1ccccc1Cn1c(CNS(=O)(=O)c2ccc(C(C)C)cc2)nc2cccnc21	?	?	6%	0%
O=c1c(-c2ccccc2)nc2cnc(N3CCNCC3)nc2n1-c1ccccc1	-22%	-1.5%[11.4 µM]	3%	-5%
O=C(CC(Nc1ccc(Cl)cc1)C(=O)O)c1ccccc1 (stereo unspecified)	nt	nt	?	25µM*
Cc1ccc(C2CC(C(F)(F)F)n3nc(C(=O)NCC4CCCO4)cc3N2)cc1 (stereo unspecified)	-10%	0.4%	-4%	14%
CCN1C(C(=O)c2ccccc2)=C(OC(=O)c2ccc(OC)cc2)c2ccccc2S1(=O)=O	-8%[10.9 µM]	0.2%	-10%	0%
CCn1c(-c2cc(OC)ccc2OC)csc1=Nc1c(C)n(C)n(-c2ccccc2)c1=O	-17%	1.7%	-2%	9%
Cc1noc(C)c1CSc1nnc2ccc3ccccc3n12	2%	0.4%	0%	6%
COc1ccc(NC(=O)C2CCN(S(=O)(=O)c3ccc(C)cc3)CC2)cc1OC	-12%	-0.7%	0%	0%

# Later entries:
mol	Peg3 imprint	IkB sig inh	p53ts 39C tox	p53ts 32C tox
CC1CC(=O)N(CC(=O)NCc2ccco2)c2ccccc2S1 (stereo unspecified)	nt	nt	-4%	-10%
O=C1CC(NCCN2CCOCC2)C(=O)N1Cc1ccc(N2CCCC2=O)cc1 (stereo unspecified)	nt	nt	0%	-4%
C/C(CCN1CCCc2nc(C)c(C)cc21)=N\O[C@@H](C)c1cc(-c2c(C)cc(C)cc2C)no1	nt	nt	3%[9.22 µM]	9%[9.22 µM]
Cc1nc2scc(C)n2c(=O)c1S(=O)(=O)Nc1cccc(O)c1	-6%[10.9 µM]	-3.3%	2%	-3%
N#CCCCCn1c(-c2cncs2)nc2ccccc21	-3%	-0.6%	-26%	?
C=CCN1C(=O)C2C(C(=O)NCc3ccccc3)C3(C)C=CC2(O3)C1C(=O)NC(C)(C)C (stereo unspecified)	10µM*	-1.2%	-1%	10%
O=C(CSc1nc2scc(-c3ccco3)c2c(=O)n1-c1ccccc1)N1CCOCC1	-1%	?	-3%	14%
Cc1ccc(C(=O)N2c3nc(-c4ccco4)nn3C3(CCCCC3)[C@@H]3CCCC[C@@H]32)cc1	-15%[10.9 µM]	?	7%	3%
COc1cc(-c2noc(C3CC(=O)N(c4cc(C)ccc4C)C3)n2)cc(OC)c1OC (stereo unspecified)	11%[10.9 µM]	?	-26%	0%
COC(=O)c1c(N)nc(C)n1-c1ccc(OC)cc1	?	-1.4%	-5%	4%
Cc1ccccc1NC(=O)CSCCO	1%	3.6%	5%	-2%
COc1c(-c2coc3cc4c(cc3c2=O)CC(O)C(C)(C)O4)ccc2c1C=CC(C)(C)O2 (stereo unspecified)	-34%[inhibitor]	nt	25µM*	?

# (listing goes on)
mol	Peg3 imprint	IkB sig inh	p53ts 39C tox	p53ts 32C tox
CCN(CC)c1ccc(NC(=O)CN2CCN(c3nc(C)cc(C)n3)CC2)cc1	-12%	-0.2%	1%	20%
O=C1CS/C(=N\c2ccccn2)N1C1CCCCC1	1%	0.9%	-6%	-1%
C=CCNc1nc2c(c(=O)[nH]c(=O)n2C)n1CCCCC	-4%	0.1%	7%	0%
O[C@H](COc1ccccc1)CN1CCCCC1	-16%[10.9 µM]	-1.2%[11.4 µM]	-1%[9.22 µM]	7%[9.22 µM]
COc1cccc(NC(=O)CCc2c(C)nc3ncnn3c2C)c1	-6%[10.9 µM]	1.1%	18%	-4%
CCOc1cc(S(=O)(=O)N(CC)CC)ccc1Br	-13%	-1.1%	2%	10%
Cc1nn(-c2ccc(Cl)cc2)c2sc(C(=O)N3CCN(C(=O)c4ccco4)CC3)cc12	18%	-0.1%	-2%	0%
O=C1CSC(=S)N1c1cccnc1	-1%	-1.4%	-3%	-3%
O=C(OCc1cc(=O)n2cc(Br)ccc2n1)C1COc2ccccc2O1 (stereo unspecified)	-11%	0.1%	-1%	8%
Cc1nc2cc(NC(=O)NCCC3=CCCCC3)ccc2o1	-32%[inhibitor]	?	3%	-1%
COc1ccc(Nc2nn3c(=O)c4cc5c(cc4nc3s2)OCO5)c(OC)c1	?	?	17%	-1%
Cc1oc(-c2cccc(Cl)c2)nc1CN1CCCC(C(=O)NCCCN2CCOCC2)C1 (stereo unspecified)	-13%	-2.0%	-11%	-11%
COCCOC(=O)c1[nH]c2c(c1C)C(=O)CC(c1ccco1)C2 (stereo unspecified)	-22%	?	-2%	0%
CCCCC(=O)Nc1ccc(NC(=O)CCCC)nc1	6%	0.5%	15%	2%
